# MsrA act: activates bovine MsrA enzyme | 360,000 tested, 0.3% active | AID 602163 | purified bovine MsrA, absorbance read-out | activation, % at 10.6 µM; in the data active = activation above about 7.5%;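 also: 0% = vehicle and 100% = reference activator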
# DNMT1 block: blocks human DNA methyltransferase DNMT1 | P26358 | DNMT1 molecular beacon, Hinp1I cleavage, fluorescence | inhibition (reported as % activation of signal), % at 10 µM | 360,000 tested, 0.83% active; in the data active = inhibition above about 50%
# MsrA inh: inhibitors of bovine MsrA; inhibition, % at 15.5 µM; purified bovine MsrA, absorbance read-out; 360,000 tested, 0.75% active; AID 651718; in the data active = inhibition above about 4.5%;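 also: 0% = vehicle wells with enzyme and 100% = reference inhibitor wells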
# NRP1-CendR mod: NRP-1/CendR interaction modulation. O14786. FAM-RPARPAR peptide binding to NRP-1, fluorescence polarization. inhibition, % at 25 µM. 360,000 tested, 0.85% active. AID 602438;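 active = inhibition or corrected inhibition above about 18%, plus a signal ratio from 0.5 to 1.5, limit read from the data, passing the limit was not always enough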; also: strong numbers were not always called active
# Scp1 inh: inhibitors of human Scp-1 phosphatase; Q9GZU7; Recombinant Scp1, phosphopeptide, malachite green phosphate absorbance; inhibition, % at 20 µM; 340,000 tested, 0.88% active;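 active = inhibition above about 50% at 20 µM, limit read from the data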;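 also: plate controls were DMSO wells with enzyme for no effect and wells lacking enzyme for full effect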
# Target sequence (Q9GZU7 76-261 limits assumed): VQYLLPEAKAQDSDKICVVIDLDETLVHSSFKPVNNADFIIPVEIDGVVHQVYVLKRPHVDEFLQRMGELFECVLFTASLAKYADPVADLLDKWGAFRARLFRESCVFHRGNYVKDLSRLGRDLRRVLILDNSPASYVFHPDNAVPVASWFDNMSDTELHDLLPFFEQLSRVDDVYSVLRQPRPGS
#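 Incubation: 45 min enzyme reaction at room temperature / System: truncated SCP-1 phosphatase (76-261aa) / Reagent: Phospho 17-mer peptide substrate / Buffer or medium: Acidic Tris acetate buffer with magnesium and detergent / Signal: absorbance at 630 nm / Doses: one concentration, 20 µM, with 1.0% DMSO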
# Tb MetRS inh: blocks T. brucei methionyl-tRNA synthetase activity; 360,000 tested, 0.4% active; inhibition, % at 11.9 µM; purified T. brucei MetRS, ATP depletion, Kinase-Glo luminescence; AID 624268;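 active = inhibition above a per-plate cutoff of the control wells' mean inhibition plus 3 SD, cut at about 5.5% in these data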;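 also: 0% = DMSO wells median and 100% = median of wells with control inhibitor compound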
#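 Measured by: Kinase-Glo luciferase luminescence reporting remaining unconsumed ATP. Material: purified T. brucei MetRS enzyme. Doses: 11.9 µM compound single dose, 0.9% DMSO. Medium: HEPES buffer containing pyrophosphatase, BSA, spermine, DTT. Times: 15 min preincubation, 2 h reaction, all 25 °C. Reagent: methionine, ATP and bulk E. coli tRNA.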
# E coli Lon inh: inhibits E. coli Lon protease. P0A9M0. purified E. coli Lon protease, fluorescence polarization. inhibition, % at 7.94 µM. 360,000 tested, 0.42% active. AID 602123; in the data active = inhibition above about 13%, passing the limit was not always enough;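 also: 0% = enzyme with probe and DMSO and 100% = no enzyme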
# Target sequence (P0A9M0 whole entry, looked up): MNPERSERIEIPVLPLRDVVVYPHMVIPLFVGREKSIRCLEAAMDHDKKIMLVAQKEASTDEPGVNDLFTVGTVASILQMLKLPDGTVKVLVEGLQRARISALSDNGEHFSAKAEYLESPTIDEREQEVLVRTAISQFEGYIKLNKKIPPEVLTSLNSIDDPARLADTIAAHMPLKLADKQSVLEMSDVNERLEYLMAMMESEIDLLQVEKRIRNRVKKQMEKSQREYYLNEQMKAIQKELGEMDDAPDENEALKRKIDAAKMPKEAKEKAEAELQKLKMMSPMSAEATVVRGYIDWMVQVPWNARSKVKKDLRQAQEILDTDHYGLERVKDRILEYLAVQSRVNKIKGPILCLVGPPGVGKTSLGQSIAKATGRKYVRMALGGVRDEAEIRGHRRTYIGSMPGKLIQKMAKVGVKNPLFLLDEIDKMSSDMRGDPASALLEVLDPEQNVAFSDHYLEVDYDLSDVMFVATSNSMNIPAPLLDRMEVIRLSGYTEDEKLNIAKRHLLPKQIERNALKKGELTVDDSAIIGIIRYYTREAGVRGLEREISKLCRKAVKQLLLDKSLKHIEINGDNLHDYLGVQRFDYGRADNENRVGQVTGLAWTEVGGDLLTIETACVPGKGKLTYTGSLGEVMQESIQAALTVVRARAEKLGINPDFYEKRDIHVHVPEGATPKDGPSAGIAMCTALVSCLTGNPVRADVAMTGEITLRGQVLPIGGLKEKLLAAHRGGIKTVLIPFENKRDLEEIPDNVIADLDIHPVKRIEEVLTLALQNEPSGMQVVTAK
# SUMO1 PPI mod: SUMO1-SIM interaction modulation; P63165; inhibition, % at 20 µM; AID 602429; SUMO1 binding to a labelled peptide, TR-FRET, 1 h; 360,000 tested, 0.33% active; in the data active = inhibition above about 37%
# Target sequence (P63165 whole entry, looked up): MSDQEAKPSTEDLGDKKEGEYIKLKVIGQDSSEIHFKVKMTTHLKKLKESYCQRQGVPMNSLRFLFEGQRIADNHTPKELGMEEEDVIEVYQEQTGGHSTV
# STEP inh: inhibitors of human striatal-enriched phosphatase STEP | P54829 | recombinant STEP, OMFP fluorogenic substrate, fluorescence | inhibition, % at 20 µM | 360,000 tested, 0.25% active;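 active = inhibition at 20 µM, scaled per plate between control wells, above about 37%, limit read from the data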;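 also: 0% = DMSO with enzyme and substrate and 100% = substrate only without enzyme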
#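 System: isolated STEP enzyme; schedule: 20 min enzyme reaction at room temperature, protected from light; medium: Bis-Tris buffer pH 6.0, 2.5 mM DTT, 0.005% Tween 20; signal: fluorescence, 480/540 nm; dosing: single compound dose of 20 µM, 1% DMSO final; also added: OMFP substrate, 25 µM final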
# LMPTP inh: LMPTP (human) inhibition; P24666; recombinant LMPTP-A, OMFP fluorogenic substrate, fluorescence intensity; inhibition, % at 20 µM; 360,000 tested, 0.22% active; AID 651560;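 active = compounds that cut the enzyme signal by at least half of the control window in the single-dose screen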;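 also: plate controls were DMSO wells with enzyme plus substrate for no effect and substrate without enzyme for full effect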
#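 Test system: LMPTP-A, protein tyrosine phosphatase of low molecular weight; Input: 0.625 nM enzyme; Incubation: 50 min dark incubation at room temperature; Signal: endpoint fluorescence intensity from OMFP dephosphorylation; Read-out basis: % inhibition versus control wells.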
# * hit, by the source's call; / = not tested or not shown. Rows were taken by chance; overall some 4.3% were active at least once.
SMILES,MsrA act,DNMT1 block,MsrA inh,NRP1-CendR mod,Scp1 inh,Tb MetRS inh,E coli Lon inh,SUMO1 PPI mod,STEP inh,LMPTP inh
CC(=O)Nc1nc(C)c(CCCOc2ccc([N+](=O)[O-])cc2)c(=O)[nH]1,-1,1,0.1,11,9,0.2,8,-18,-4,-1.2
O=C(N/N=C/c1cc([N+](=O)[O-])ccc1N1CCCCCC1)c1ccccn1,-4,-3,0.5,8,-2,0.4,-15,-23,1,1.3
COc1ccccc1C(=O)NC(CCSC)C(=O)Nc1ccc(C)c(S(=O)(=O)N2CCOCC2)c1 (stereo not drawn),-3,-4,0.7,-6,-7,0.5,13,6,-1,-1.0
CC(C)(C)C(=O)Cn1c(NCCCO)nc2ccccc21,-5,-1,-0.1,-3,-14,-0.8,2,-3,2,12
O=C(CCC(=O)OCC(=O)c1ccccc1)Nc1cccc2cccnc12,-11,5,0.9,2,4,-0.7,-5,-1,-1,0.0
CCN(CC)Cc1c(O)ccc2c(=O)c(Oc3ccccc3OC)c(C)oc12,-9,13,2.8,1,-4,-0.8,-6,9,-1,-1.3
COC(=O)CCn1nnc(-c2ccc(C)cc2)n1,1,2,-0.7,-11,-3,-0.4,1,-4,-4,-1.4
Cc1ccccc1NN1C(=O)C=CC1=O,-5,-1,1.5,-16,3,-1.0,6,-2,-3,-1.0
CCNC(=S)Nc1ccc(Cc2ccncc2)cc1,0,0,-0.3,12,-7,-0.2,2,-2,5,-0.7
COc1cc(OC)c(NC(=O)CCCNC(=O)Cn2cnc3sc(C)c(C)c3c2=O)cc1Cl,-3,-2,0.2,0,-5,0.8,-9,-2,1,-1.2
CC1(C)Oc2ccc3ccc(=O)oc3c2/C(=C/Nc2ccccc2)C1=O,-3,-7,0.0,-40,-12,-0.7,-6,-5,5,4.2
O=C(CCCOc1ccccc1)N1CCCCC1,-3,1,0.2,4,-12,-0.7,-4,4,-3,-1.7
O=C(NC(c1ccccc1)c1cnccn1)C1CCN(CCCOc2ccccc2)CC1 (stereo not drawn),0,0,0.1,13,/,0.1,1,3,-2,-0.8
O=C1CCC(=O)N1c1ccc(NCCc2ccccc2F)c([N+](=O)[O-])c1,-9,2,0.6,5,-4,-0.8,1,-29,3,4.2
CC(C)NC(=O)N(C)C[C@@H]1OCc2cn(nn2)CCCC(=O)N([C@H](C)CO)C[C@H]1C,13*,7,0.5,6,/,-0.9,-2,9,-4,-0.2
Nc1c(C(=O)O)ccc2c1C(=O)c1ccccc1C2=O,-1,-1,-0.1,5,0,-1.0,-5,10,8,8.7
CC1=Nn2c(nnc2-c2cc(C)[nH]n2)SC1,-11,-1,0.9,5,0,1.2,2,-3,-2,1.0
CC(C)(C)NC(=S)NC(C)(C)C,2,-1,-0.2,6,-10,0.0,-6,0,2,-1.1
OC(c1ccccc1)c1ncc(-c2ccc(Cl)cc2)[nH]1 (stereo not drawn),0,0,0.2,0,/,0.0,2,-2,-2,-0.3
CN(C)S(=O)(=O)c1ccc(C(=O)Nc2nc(-c3cccs3)cs2)cc1,0,-4,1.4,-4,-7,-0.3,-6,-6,-1,1.3
Cc1ccc(C)c(OCCC(=O)Nc2cccc(S(=O)(=O)N3CCCC3)c2)c1,-4,-4,1.0,2,-8,1.6,0,-4,1,1.5
COc1ccc(NC(=O)/C(C#N)=C\c2ccc(Br)o2)cc1,-2,79*,1.1,1,94*,-0.3,-6,22,17,38
COc1ccc(-n2c(CCC(=O)O)ccc2-c2ccccc2)cc1,-3,-1,0.5,2,-8,-0.7,-2,-3,-4,0.5
COc1cc2c(=O)n(CCC(=O)NCC3CCCO3)c(=O)n(CC(=O)c3ccc(Cl)cc3)c2cc1OC (stereo not drawn),-5,-2,-0.2,16,0,0.0,4,0,4,0.7
CN(Cc1nc2ccccc2c(=O)[nH]1)C(=O)c1ccc(S(=O)(=O)N(C)C)cc1,-2,2,-1.1,-4,-4,-0.8,-7,3,0,-0.8
O=C1c2ccccc2CC1Sc1nnc(-c2ccncc2)o1 (stereo not drawn),-8,-4,0.0,2,6,-0.5,-4,3,0,-0.7
CS(=O)(=O)N(CC(=O)NCCc1ccccc1)c1cccc([N+](=O)[O-])c1,-7,1,0.7,14,-3,-0.7,15,-11,2,-1.1
COCCOC(=O)C1=C(C)NC(=O)CC1c1cc2c(cc1Br)OCO2 (stereo not drawn),-2,-2,-0.3,7,0,-0.1,-3,1,1,-1.6
C=CCNC(=O)C1CC2Cn3c(nc4cc(C)c(C)cc43)C2N1C (stereo not drawn),-3,5,-1.3,-5,-10,-0.2,-4,2,2,-0.3
Cc1cc(C)nc(/N=C(\N)Nc2ccc(-c3ccccc3)cc2)n1,0,-3,-0.7,3,4,0.2,-1,0,2,3.7
Cc1cc(C(=O)N2CCN(c3cccc(Cl)c3)CC2)c(C)o1,-3,-1,0.5,2,-5,0.1,-1,3,2,0.4
CC1=NN(c2ccccc2)C(=O)C1C=Nc1ccc(N(C)C)cc1 (stereo not drawn),0,-16,2.5,-47,-7,-0.1,-15,-11,1,2.5
Cc1ccc(-c2cnc(NC(=O)c3cccc(Br)c3)s2)c(C)c1,-3,0,0.2,2,-5,-0.6,0,-2,0,2.4
CC(=O)NC(c1ccccc1)c1nc(-c2cccs2)cs1 (stereo not drawn),0,1,1.0,-7,/,-0.3,-14,-8,-2,0.1
O=C(CSc1nc(=O)n(CCCN2CCOCC2)c2c1CCCC2)Nc1ccccc1Cl,-1,3,-0.1,12,-1,-0.2,4,4,0,-0.7
Cc1ccc(C(=O)NS(=O)(=O)c2ccc(N=NN(C)C)cc2)cc1,-4,2,2.7,-12,-7,0.0,4,-2,2,-1.6
C[C@H](CO)N1C[C@H](C)[C@@H](CN(C)C)OCc2cnnn2CCCC1=O,-2,6,0.2,-10,/,-1.2,0,0,-1,-3.2
Cc1cc(NCc2ccccn2)ccc1Br,-11,0,-0.5,-1,9,-1.2,-3,-3,3,-1.7
Cc1[nH]n(-c2ccccc2)c(=O)c1C1(C(F)(F)F)C(=O)N(c2ccc(F)cc2)C2=C1C(=O)CC(C)(C)C2 (stereo not drawn),-2,-7,0.0,8,-13,-0.9,3,4,-1,-0.5
O=c1[nH]nc(Cc2ccc([N+](=O)[O-])cc2)c2ccccc12,-6,-4,1.9,1,-9,0.1,-3,-21,0,-2.0
CCCN(C(=O)CSc1nnc(N)s1)c1c(N)n(Cc2ccccc2)c(=O)[nH]c1=O,-3,3,-0.6,8,0,-0.3,-11,3,-1,-0.8
Clc1ccc(-c2nc3nc4ccccc4nc3n2Cc2ccco2)cc1,-4,3,2.9,-9,-9,0.3,7,-12,-1,2.2
CC(C(=O)OCC(=O)c1ccccc1)N1C(=O)c2ccccc2C1=O (stereo not drawn),-4,0,-0.3,14,-3,-0.5,1,-4,2,-2.9
O=C(Nc1ccccc1Cl)NC1(C(=O)N2CCC(O)CC2)CCCCC1,-5,0,0.5,4,-3,-0.4,14,2,-3,-1.3
COC(=O)C1=C(C)N=C2SC(C#N)=C(N)N2C1c1cc(OC)c(OC)c(OC)c1 (stereo not drawn),-2,-2,0.1,-7,-2,1.3,-3,-11,1,-0.4
Cc1nnc(NC(=O)CSc2nnc(Cc3ccccc3)n2Cc2ccccc2)s1,1,1,0.4,-19,9,-0.6,5,-4,0,-2.5
CSCc1cccc(C(=O)OC(C)C(=O)Nc2c(C)n(C)n(-c3ccccc3)c2=O)c1 (stereo not drawn),0,6,0.3,-5,-6,-0.3,0,2,-2,-0.9
C(C#CCN1CCOCC1)#CCN1CCOCC1,-10,1,0.9,-4,3,-0.3,-3,1,-3,-0.8
O=C(Cc1cccc(NC(=O)C2CCCN(C(=O)C3CCCC3)C2)c1)Nc1cccc(C(=O)N2CCOCC2)c1 (stereo not drawn),-1,4,1.2,7,-4,-0.2,2,3,-2,-1.8
CC(=O)c1ccc(OCCCC(=O)Nc2nnc(C3CC3)s2)cc1,-2,-4,0.1,-6,-8,0.6,6,-1,-2,0.1

# New compounds follow:
SMILES,MsrA act,DNMT1 block,MsrA inh,NRP1-CendR mod,Scp1 inh,Tb MetRS inh,E coli Lon inh,SUMO1 PPI mod,STEP inh,LMPTP inh
COc1cc(NC(=S)NCCc2ccccc2)c(OC)cc1NC(=O)C(C)C,-2,-1,-0.1,-6,-7,-0.2,-3,-6,0,-2.0
CCCn1nnc(NC(=O)c2cccc(Cl)c2)n1,1,2,-0.2,3,-7,1.2,10,1,0,-0.6
O=C1CSC(c2cccnc2)N1Cc1ccc(Cl)c(Cl)c1 (stereo not drawn),4,0,-0.2,-9,-8,0.0,-1,-4,-1,-1.3
CCNC(=S)N(Cc1cc2cccc(C)c2[nH]c1=O)C1CCCC1,-3,-7,0.6,-6,-2,-1.1,8,-1,-2,-0.4
CCOc1ccc(C(=O)CSc2nnc(C3CC3)n2C)cc1,-3,2,-0.3,-1,-7,0.0,-1,0,-4,-1.3
O=C(OCc1cn(-c2ccc(Cl)c(Cl)c2)nn1)c1ccccc1Cl,6,-7,1.4,-19,-14,0.1,0,1,0,4.9
CC(Sc1nnc(Cc2ccc([N+](=O)[O-])cc2)o1)C(N)=O (stereo not drawn),-9,6,0.0,0,2,-2.1,-6,-25,-2,-1.1
COc1ccc(CN(C)CC2CCCN(CCc3ccccc3C)C2)cc1O (stereo not drawn),-3,-1,-1.6,-10,-5,-1.9,-9,-2,1,3.6
Cc1ccc2oc(-c3cccc(NC(=O)Cc4cccs4)c3)nc2c1,-2,13,-1.3,-11,-1,-0.4,-3,-4,16,-1.0
Cc1cc(Br)ccc1SCC(=O)OCC(=O)Nc1ccc2[nH]c(=O)[nH]c2c1,0,1,0.8,5,-2,1.7,-2,6,0,-0.5
COc1cc2c(cc1OC)CN(C(=S)Nc1cccc(Cl)c1C)CC2,-8,-4,0.8,14,0,0.1,-2,-5,0,3.2

# Complete entries, looked up by structure:
# Shown for COc1ccc(CN(C)CC2CCCN(CCc3ccccc3C)C2)cc1O (stereo not drawn) = MsrA act = -3; DNMT1 block = -1; MsrA inh = -1.6; NRP1-CendR mod = -10; Scp1 inh = -5; Tb MetRS inh = -1.9; E coli Lon inh = -9; SUMO1 PPI mod = -2; STEP inh = 1; LMPTP inh = 3.6
# Shown for O=C1CSC(c2cccnc2)N1Cc1ccc(Cl)c(Cl)c1 (stereo not drawn) = MsrA act = 4; DNMT1 block = 0; MsrA inh = -0.2; NRP1-CendR mod = -9; Scp1 inh = -8; Tb MetRS inh = 0.0; E coli Lon inh = -1; SUMO1 PPI mod = -4; STEP inh = -1; LMPTP inh = -1.3

# Screening data deposited in PubChem BioAssay by several laboratories.
